Compound activity: PubChem, Broad Institute
BioA inh = blocks M. tuberculosis BioA enzyme activity; purified M. tuberculosis BioA enzyme, plate reader; inhibition, % at 9.99 µM; 0.096% of 360,000 active; AID 602481; in the data active means inhibition above about 40%
TcdB inh = inhibitors of Clostridioides difficile toxin B glycohydrolase | P18177 | TcdB glycohydrolase enzymatic assay, plate reader | inhibition, % at 9.99 µM | 0.24% of 350,000 active | AID 652162; in the data active means inhibition above about 10%
* marks the source's active call; other numbers are inactive results; & = joins results of further samples. An excerpt (hit frequency here may not be typical).

The opening 5 records as a preview:
SMILES | BioA inh | TcdB inh
C[C@H](CO)N1C[C@H](C)[C@H](CN(C)Cc2ccc(C(=O)Nc3ccccc3N)cc2)Oc2c(NC(=O)Nc3ccc4c(c3)OCO4)cccc2C1=O | -5.1 | 0.1
C[C@H]1CN([C@@H](C)CO)C(=O)Cc2cc(NS(=O)(=O)c3ccc(F)cc3)ccc2O[C@H]1CN(C)C(=O)NC1CCCCC1 | -1.6 | -0.3
Cc1noc(C)c1NC(=O)Nc1ccc2c(c1)C(=O)N([C@@H](C)CO)C[C@@H](C)[C@@H](CN(C)S(=O)(=O)c1cccs1)O2 | -1.8 | -5.0
COc1cccc(CNC(=O)C[C@@H]2CC[C@@H](NC(=O)C3CCC3)[C@H](CO)O2)c1 | -0.9 | 0.8
CN1[C@@H]2Cn3c(ccc(-c4ccncc4)c3=O)[C@H]1[C@@H](C(=O)NCCc1ccccc1)[C@@H]2CO | -0.8 | 0.2

The list itself (from the top)
SMILES | BioA inh | TcdB inh
C[C@H](CO)N1C[C@H](C)[C@H](CN(C)Cc2ccc(C(=O)Nc3ccccc3N)cc2)Oc2c(NC(=O)Nc3ccc4c(c3)OCO4)cccc2C1=O | -5.1 | 0.1
C[C@H]1CN([C@@H](C)CO)C(=O)Cc2cc(NS(=O)(=O)c3ccc(F)cc3)ccc2O[C@H]1CN(C)C(=O)NC1CCCCC1 | -1.6 | -0.3
Cc1noc(C)c1NC(=O)Nc1ccc2c(c1)C(=O)N([C@@H](C)CO)C[C@@H](C)[C@@H](CN(C)S(=O)(=O)c1cccs1)O2 | -1.8 | -5.0
COc1cccc(CNC(=O)C[C@@H]2CC[C@@H](NC(=O)C3CCC3)[C@H](CO)O2)c1 | -0.9 | 0.8
CN1[C@@H]2Cn3c(ccc(-c4ccncc4)c3=O)[C@H]1[C@@H](C(=O)NCCc1ccccc1)[C@@H]2CO | -0.8 | 0.2
C[C@@H]1CCCCO[C@H](CN(C)C(=O)c2ccccc2)[C@H](C)CN([C@H](C)CO)C(=O)c2cc(NS(=O)(=O)c3cccs3)ccc2O1 | 1.0 | -0.4
COc1ccc(NC(=O)Nc2ccc3c(c2)C(=O)N([C@H](C)CO)C[C@H](C)[C@@H](CN(C)Cc2ccc(C(=O)O)cc2)OCCCC[C@@H](C)O3)cc1 | -0.7 | 1.3
O=C(O)[C@H]1[C@H](CO)[C@H]2Cn3c(ccc(/C=C/c4ccccc4)c3=O)[C@H]2N1C(=O)c1cnccn1 | -0.7 | 1.3
C[C@@H]1CN([C@@H](C)CO)C(=O)Cc2cc(NC(=O)CCCCCC(=O)Nc3ccccc3N)ccc2O[C@@H]1CN(C)Cc1ccccc1 | 2.6 | -0.1
COc1ccc(NC(=O)N(C)C[C@@H]2Oc3ccc(NC(=O)CCCCCC(=O)Nc4ccccc4N)cc3CC(=O)N([C@@H](C)CO)C[C@@H]2C)cc1 | -1.5 | -0.2
CN(C)CC#Cc1ccc([C@H]2[C@@H](CO)N3CCCCN(CC4CC4)C[C@H]23)cc1 | -3.4 | -0.5
COc1ccc(S(=O)(=O)N[C@H]2CC[C@H](CC(=O)O)O[C@H]2CO)cc1 | 1.8 | 0.9
CCC(=O)N(C)C[C@H]1Oc2cc(-c3ccccc3OC)ccc2S(=O)(=O)N([C@H](C)CO)C[C@@H]1C | 2.1 | -0.9
O=S(=O)(N[C@H]1CC[C@H](CCn2cc(C3CC3)nn2)O[C@@H]1CO)c1ccc(Cl)cc1 | -3.2 | 0.1
C[C@@H]1CN([C@H](C)CO)C(=O)c2cccc(NC(=O)Nc3ccc4c(c3)OCO4)c2O[C@H]1CN(C)Cc1ccc2c(c1)OCO2 | -0.2 | -0.5
O=C(C[C@H]1CC[C@@H]2[C@H](COC[C@H](O)CN2C(=O)Nc2ccc(C(F)(F)F)cc2)O1)NCC1CCCCC1 | 1.8 | -1.0
COC(=O)C[C@H]1C[C@H]2c3cc(NC(=O)Cc4ccncc4)ccc3O[C@H]2[C@H](CO)O1 | -1.6 | 0.6
COc1cccc(NC(=O)N(C)C[C@@H]2Oc3ncc(C#Cc4ccncc4)cc3C(=O)N([C@H](C)CO)C[C@H]2C)c1 | 0.2 | -0.5
C[C@H]1CN([C@@H](C)CO)C(=O)c2cc(NS(=O)(=O)c3ccccc3)ccc2O[C@@H]1CN(C)Cc1ccc(C(=O)Nc2ccccc2N)cc1 | 2.5 | 0.0
CCCNC(=O)Nc1ccc2c(c1)OC[C@@H](C)N(C(=O)C1CCCCC1)C[C@@H](C)[C@H](OC)CN(C)C2=O | -2.5 | 0.9
C[C@H]1CN([C@@H](C)CO)C(=O)c2cc(C3=CCCC3)cnc2O[C@@H]1CN(C)C(=O)Nc1ccccc1 | 2.2 | 0.8
C[C@@H]1CN([C@H](C)CO)C(=O)Cc2cc(NC(=O)NC3CCCCC3)ccc2O[C@@H]1CN(C)S(=O)(=O)c1ccc(Cl)cc1 | -0.4 | 0.9
COCC(=O)Nc1ccc2c(c1)[C@H]1C[C@@H](CC(=O)N3CCc4ccccc4C3)O[C@H](CO)[C@H]1O2 | 0.1 | -0.5
O=C(C[C@H]1C[C@@H]2c3cc(NC(=O)Nc4ccccc4F)ccc3O[C@@H]2[C@@H](CO)O1)NC1CCCC1 | 0.4 | -0.4
O=C(C[C@H]1CC[C@H]2[C@@H](COC[C@@H](O)CN2C(=O)c2cnccn2)O1)NCc1ccc(Oc2ccccc2)cc1 | -0.7 | -4.3
C[C@@H]1CN([C@@H](C)CO)C(=O)c2cc(-c3ccc(F)cc3)cnc2O[C@@H]1CN(C)Cc1cncnc1 | -2.3 | -1.8
C[C@@H]1CN([C@H](C)CO)C(=O)c2cc(C#CCN(C)C)cnc2O[C@H]1CN(C)Cc1ccncc1 | -1.0 | -0.2
O=C(C[C@@H]1C[C@@H]2c3cc(NS(=O)(=O)c4ccc(F)cc4)ccc3O[C@@H]2[C@H](CO)O1)NCc1cccc(F)c1 | -1.6 | -0.4
O=C(NCC[C@H]1CC[C@@H](NC(=O)c2cnccn2)[C@H](CO)O1)Nc1ccc(F)cc1 | 7.5 | -0.2
Cc1ccccc1NC(=O)C[C@H]1CC[C@H]2[C@@H](COc3ccc(NC(=O)C4CCC4)cc3C(=O)N2C)O1 | -0.8 | 0.4
Cc1ccc(S(=O)(=O)N[C@@H]2CC[C@@H](CC(=O)NCCc3ccncc3)O[C@@H]2CO)cc1 | -0.5 | -0.2
Cc1cc(C(=O)Nc2cccc3c2O[C@@H](CN(C)C(=O)NC(C)C)[C@@H](C)CN([C@H](C)CO)C3=O)n(C)n1 | 0.3 | -0.2
C[C@@H]1CN([C@H](C)CO)C(=O)Cc2cc(NC(=O)c3ccncc3)ccc2O[C@H]1CN(C)C(=O)NC1CCCCC1 | -1.3 | 0.7
COc1ccc(S(=O)(=O)Nc2ccc3c(c2)C(=O)N([C@@H](C)CO)C[C@H](C)[C@@H](CN(C)S(=O)(=O)c2ccc(Cl)cc2)OCCCC[C@H](C)O3)cc1 | -0.6 | 0.2
CCCC#Cc1ccc([C@@H]2[C@@H](CO)N3CCCCN(CC4CC4)C[C@@H]23)cc1 | 2.8 | 1.5
C[C@@H]1CN([C@@H](C)CO)S(=O)(=O)c2ccc(-c3cccc(C#N)c3)cc2O[C@H]1CN(C)C(=O)c1ccccc1 | -0.6 | -0.1
O=C(O)C[C@H]1C[C@@H]2c3cc(NC(=O)Nc4ccc(F)cc4)ccc3O[C@@H]2[C@@H](CO)O1 | -2.4 | 0.7
CC(C)NC(=O)N1CCCCN2[C@H](C1)[C@H](c1ccc(Br)cc1)[C@@H]2CO | 6.0 | 0.7
C[C@H](CO)N1C[C@H](C)[C@H](CN(C)C(=O)Nc2ccc3c(c2)OCO3)Oc2ccc(NC(=O)Nc3ccc4c(c3)OCO4)cc2C1=O | -2.8 | 0.0
C[C@H]1CN([C@@H](C)CO)C(=O)CCCn2cc(nn2)CO[C@@H]1CN(C)S(=O)(=O)c1ccc(F)cc1 | -1.2&-0.7 | -1.5&-0.4&1.7

Profiles as entered above. Screens in order: BioA inh	TcdB inh
`C[C@H]1CN([C@@H](C)CO)C(=O)CCCn2cc(nn2)CO[C@@H]1CN(C)S(=O)(=O)c1ccc(F)cc1` across the screens: -1.2&-0.7	-1.5&-0.4&1.7
`Cc1cc(C(=O)Nc2cccc3c2O[C@@H](CN(C)C(=O)NC(C)C)[C@@H](C)CN([C@H](C)CO)C3=O)n(C)n1` across the screens: 0.3	-0.2
`Cc1ccc(S(=O)(=O)N[C@@H]2CC[C@@H](CC(=O)NCCc3ccncc3)O[C@@H]2CO)cc1` across the screens: -0.5	-0.2

Further entries:
SMILES | BioA inh | TcdB inh
C[C@@H]1CN([C@@H](C)CO)C(=O)c2cccc(NS(C)(=O)=O)c2O[C@H]1CN(C)C(=O)Nc1cccc2ccccc12 | -2.5 | -5.7
CC(=O)N(C)C[C@@H]1Oc2ncc(-c3ccc(C(=O)N(C)C)cc3)cc2C(=O)N([C@@H](C)CO)C[C@H]1C | -1.2 | 1.2
C[C@H](CO)N1C[C@H](C)[C@@H](CN(C)CC2CCCC2)Oc2ncc(C#Cc3ccncc3)cc2C1=O | -2.0 | -1.6
C[C@H](CO)N1C[C@H](C)[C@@H](CN(C)C(=O)C2CCCCC2)Oc2cc(-c3ccc(C(=O)N(C)C)cc3)ccc2S1(=O)=O | 8.3 | -0.2
C[C@H](CO)N1C[C@H](C)[C@H](CN(C)Cc2ccc(C(F)(F)F)cc2)Oc2c(NS(=O)(=O)c3cccs3)cccc2C1=O | -4.3 | -4.7
C[C@H]1CN([C@@H](C)CO)C(=O)c2cc(NC(=O)Nc3cccc4ccccc34)ccc2O[C@@H]1CN(C)Cc1ccncc1 | -1.7 | -0.2
C[C@H]1CN([C@@H](C)CO)S(=O)(=O)c2ccc(C#CC3CC3)cc2O[C@@H]1CN(C)C(=O)c1ccncc1 | -0.3 | -6.6
O=C(CN1CCOCC1)N1CCCCN2[C@H](C1)[C@H](c1ccc(C#Cc3ccccc3)cc1)[C@@H]2CO | -0.1 | 1.8
CCS(=O)(=O)NCC[C@H]1CC[C@H](NC(=O)Nc2cc(Cl)cc(Cl)c2)[C@@H](CO)O1 | 4.2 | 0.8
CCNC(=O)C[C@@H]1CC[C@@H]2[C@H](COc3ccc(NC(C)=O)cc3C(=O)N2C)O1 | -0.2 | 8.6
CO[C@@H]1CN(C)C(=O)c2ccc(NC(=O)NC(C)C)cc2OC[C@H](C)N(Cc2ccccc2)C[C@@H]1C | 8.4 | -2.2
CO[C@@H](CN(C)C(=O)Nc1ccc(C(F)(F)F)cc1)[C@H](C)CN(Cc1ccccc1Cl)[C@@H](C)CO | -2.6 | 0.0
CC(C)NC(=O)Nc1cccc2c1O[C@H](CN(C)S(=O)(=O)c1ccc(Cl)cc1)[C@@H](C)CN([C@@H](C)CO)C2=O | -2.9 | -0.1
O=C([C@@H]1[C@@H](CO)[C@@H]2Cn3c(cccc3=O)[C@@H]2N1Cc1ccncc1)N1CCCCC1 | -1.0 | -2.6
C[C@@H]1CN([C@H](C)CO)C(=O)Cc2cc(NC(=O)CCCN(C)C)ccc2O[C@H]1CN(C)Cc1ccc(-c2ccccc2)cc1 | 4.2 | -3.7
O=C(C[C@@H]1CC[C@@H]2[C@H](COC[C@H](O)CN2Cc2cc(F)ccc2F)O1)NCc1ccc(Oc2ccccc2)cc1 | 0.7 | 0.6
CNC[C@H]1Oc2ccc(NC(=O)Nc3ccc4c(c3)OCO4)cc2CC(=O)N([C@H](C)CO)C[C@@H]1C | -0.6 | 0.5
CN(C)CC#Cc1ccc([C@H]2[C@H](CO)N3CCCCN(CC4CCOCC4)C[C@@H]23)cc1 | 2.8 | 1.0
C[C@@H]1CN([C@H](C)CO)S(=O)(=O)c2ccc(Br)cc2O[C@H]1CN(C)C(=O)c1ccc2c(c1)OCO2 | 7.3 | 0.9
C[C@H]1CN([C@@H](C)CO)C(=O)c2cc(NC(=O)CCC(F)(F)F)ccc2O[C@@H]1CN(C)S(=O)(=O)c1ccccc1 | -1.0 | -0.1
CC(C)CC#Cc1cnc2c(c1)C(=O)N([C@H](C)CO)C[C@@H](C)[C@H](CN(C)C(=O)c1cccnc1)O2 | 1.4 | 1.5
C[C@H]1CN([C@@H](C)CO)C(=O)Cc2cc(NC(=O)Cc3ccccc3)ccc2O[C@H]1CN(C)C(=O)Nc1ccc2c(c1)OCO2 | -0.6 | 0.6
NCC[C@H]1CC[C@H](NS(=O)(=O)c2ccc(Cl)cc2)[C@H](CO)O1 | -1.6 | 0.5
Cc1noc(C)c1NC(=O)N(C)C[C@@H]1Oc2c(NS(C)(=O)=O)cccc2C(=O)N([C@H](C)CO)C[C@H]1C | -12 | -5.3
CCCNC(=O)N1[C@H](CO)[C@@H]2c3ccccc3N(C(=O)c3ccncc3)C[C@@H]21 | -1.8 | 0.7
C/C=C/c1cnc2c(c1)C(=O)N([C@H](C)CO)C[C@H](C)[C@H](CN(C)C(=O)Cc1ccccc1)O2 | -1.6 | 0.0
O=C(NCCc1ccncc1)[C@@H]1[C@@H](CO)[C@@H]2Cn3c(ccc(-c4ccccc4)c3=O)[C@@H]2N1C(=O)C1CC1 | -1.4 | -1.3
CC(=O)N1[C@@H]2c3ccc(-c4ccccc4)c(=O)n3C[C@@H]2[C@@H](CO)[C@@H]1C(=O)NCc1ccccc1Cl | 28 | 1.2
CCCNC(=O)N(C)C[C@@H]1Oc2ncc(C#Cc3ccccc3F)cc2C(=O)N([C@H](C)CO)C[C@@H]1C | -0.1 | 0.6
OC[C@@H]1[C@@H](c2ccc(C#Cc3ccccc3)cc2)[C@@H]2CN(CC3CCOCC3)CCCCN12 | 2.6 | 1.2
CO[C@@H](CN(C)S(=O)(=O)c1ccc(F)cc1)[C@@H](C)CN(C(=O)Nc1ccccc1F)[C@@H](C)CO | -0.5 | -4.4
COc1ccc(S(=O)(=O)N(C)C[C@H]2Oc3ccc(NC(=O)CCCN(C)C)cc3C(=O)N([C@H](C)CO)C[C@@H]2C)cc1 | -0.2 | 0.2
C[C@@H]1CN([C@H](C)CO)C(=O)c2cc(/C=C/c3ccccc3)cnc2O[C@@H]1CN(C)C(=O)C1CCOCC1 | -0.4 | 2.4
